Cdc42 wt GTP – modulators of GTP binding to wildtype Cdc42, primary screen, biochemical, multiplex bead flow cytometry, Bodipy-GTP; 190,000 tested, 0.2% active; GST-Cdc42 beads; actives lie on both sides; percent activity (GTP binding), % at 10 µM; Cell division control protein 42 homolog (Homo sapiens), P60953; AID 761, 2007;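 active = percent activity GTP binding at least 20 points away from the 100% baseline, either down as inhibitor or up as activator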;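 also: median bead fluorescence of bound Bodipy-FL-GTP at 100 nM; 0% = excess unlabeled GTP control and 100% = no compound control; below 100% means less GTP binding so inhibitor and above means activator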
Target sequence (P60953 whole entry, looked up): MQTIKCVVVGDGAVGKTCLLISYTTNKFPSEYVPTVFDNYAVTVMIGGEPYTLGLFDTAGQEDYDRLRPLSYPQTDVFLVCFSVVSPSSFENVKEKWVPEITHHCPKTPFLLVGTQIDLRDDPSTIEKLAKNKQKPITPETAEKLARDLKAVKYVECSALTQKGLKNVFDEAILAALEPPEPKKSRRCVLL
Bcl-B Bim block – inhibitors of Bim-Bcl-B binding, primary screen, biochemical, multiplexed, human Bcl-2 family. bead-based flow cytometry, Bim peptide-Bcl-B binding. inhibition, % at 10 µM. 190,000 tested, 0.073% active. AID 951, 2007;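 also: 0% = tracer peptide without compound and 100% = reference inhibitor peptide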
HRas wt GTP – modulators of GTP binding to HRas wildtype, primary screen, biochemical, bead-based flow cytometry, multiplex; GST-Ras wt beads, Bodipy-FL-GTP binding; actives lie on both sides; GTP binding activity, % at 10 µM; 190,000 tested, 0.14% active;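 active = GTP binding activity at least 20% away from the 100% baseline, either lowered as inhibitor or raised as activator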;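 also: 0% = unlabeled GTP competition control and 100% = no-compound control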
Target sequence (P01112 whole entry, looked up): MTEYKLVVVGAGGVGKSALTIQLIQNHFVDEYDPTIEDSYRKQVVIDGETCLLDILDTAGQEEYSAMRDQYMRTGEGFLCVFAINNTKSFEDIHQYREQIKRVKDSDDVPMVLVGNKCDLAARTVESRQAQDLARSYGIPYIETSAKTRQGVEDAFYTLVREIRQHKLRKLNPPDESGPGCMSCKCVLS
Rab2A wt mod – modulators of GTP binding to Rab2A wildtype, primary screen, biochemical, dog, bead-based flow cytometry, multiplex; 190,000 tested, 0.19% active; AID 760, 2007; Ras-related protein Rab-2A (Canis lupus familiaris), P61105; GTP binding activity, % at 10 µM; GST-Rab2 wt beads, Bodipy-GTP binding;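 active = GTP binding activity at least 20 points away from 100%, either lowered or raised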;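 also: 0% = beads with excess unlabeled GTP and 100% = no-compound control corrected for plate trend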
Rab7 wt GTP bind – modulators of GTP binding to Rab7, primary screen, biochemical, wildtype, multiplex bead flow cytometry; GST-Rab7 beads, fluorescent GTP binding; actives lie on both sides; untreated = 100%, excess cold GTP = 0%; GTP binding activity (percent of control), % at 10 µM; 190,000 tested, 0.055% active; AID 758, 2007;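 active = fluorescent GTP binding to Rab7 beads changed by at least 20 points from the 100% baseline, either direction, mostly lower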;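 also: median green fluorescence of bound Bodipy-FL-GTP per Rab7 bead population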
Bfl-1 Bim block – inhibitors of Bim binding to Bfl-1, primary screen, biochemical, multiplexed, bead-based flow cytometry; inhibition, % at 10 µM; Bim-Bfl-1 binding inhibition; 190,000 tested, 0.12% active; Bcl-2-related protein A1 (Homo sapiens), Q16548;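 also: 0% = wells without compound plus tracer and 100% = blocker peptide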
Bim-Bcl-2 – inhibitors of Bim-Bcl-2 binding, primary screen, biochemical, multiplexed, human Bcl-2 family; Apoptosis regulator Bcl-2 (Homo sapiens), P10415; Bead-based flow cytometry, Bim peptide-Bcl-2 binding; inhibition, % at 10 µM; 190,000 tested, 0.06% active; AID 950, 2007; in the data active = inhibition above about 40%;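 also: 0% = no compound wells with probe peptide and 100% = reference peptide inhibitor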
Target sequence (P10415 whole entry, looked up): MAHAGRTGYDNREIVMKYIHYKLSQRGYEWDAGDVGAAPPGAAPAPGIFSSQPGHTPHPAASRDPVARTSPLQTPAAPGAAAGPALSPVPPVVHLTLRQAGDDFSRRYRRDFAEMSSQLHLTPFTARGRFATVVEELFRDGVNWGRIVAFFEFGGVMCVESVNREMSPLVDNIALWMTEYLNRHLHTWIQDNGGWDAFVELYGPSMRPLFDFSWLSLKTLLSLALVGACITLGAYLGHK
Rac1 wt GTP bind – wildtype Rac1 GTP binding modulators, primary screen, biochemical, GST-Rac1 beads, flow cytometry, multiplex | AID 757, 2007 | GTP binding activity (% of control), % at 10 µM | fluorescent GTP binding; actives lie on both sides; 0 = cold GTP competed, 100 = untreated | Ras-related C3 botulinum toxin substrate 1 (Homo sapiens), P63000 | 190,000 tested, 0.27% active;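 active = GTP binding activity at least 20 points away from the 100% control level, either lower or higher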
Bim-Bcl-W – inhibitors of Bim binding to Bcl-W, primary screen, biochemical, multiplexed, bead-based flow cytometry; Bcl-2-like protein 2 (Homo sapiens), Q92843; Bim peptide-Bcl-W binding; inhibition, % at 10 µM; 190,000 tested, 0.02% active; AID 952, 2007;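 also: 0% = bound tracer without compound and 100% = peptide blocker; higher means less fluorescent Bim peptide bound to Bcl-W beads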
Target sequence (Q92843 whole entry, looked up): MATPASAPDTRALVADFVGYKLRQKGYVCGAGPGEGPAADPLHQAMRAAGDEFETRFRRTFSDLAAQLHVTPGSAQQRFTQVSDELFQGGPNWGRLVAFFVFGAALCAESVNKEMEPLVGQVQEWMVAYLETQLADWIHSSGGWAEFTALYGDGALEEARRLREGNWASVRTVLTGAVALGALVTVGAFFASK
Rac1 act GTP bind – GTP binding modulators of activated mutant Rac1, primary screen, biochemical, bead-based flow cytometry, multiplex, fluorescent GTP; Ras-related C3 botulinum toxin substrate 1 (Homo sapiens), P63000; GST-Rac1 activated beads; actives lie on both sides; 100% means binding = to untreated wells; percent activity (GTP binding), % at 10 µM; 190,000 tested, 0.11% active;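 active = GTP binding at least 20 percentage points away from the 100% baseline, in either direction, so actives lie on both sides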
Bim-Bcl-XL – inhibitors of Bim-Bcl-XL binding, primary screen, biochemical, multiplexed, bead flow cytometry, human Bcl-XL; Bcl-2-like protein 1 (Homo sapiens), Q07817; Bim peptide-Bcl-XL binding, fluorescence; inhibition, % at 10 µM; 190,000 tested, 0.04% active; AID 1007, 2008
* marks the source's active call; other numbers are inactive results. Rule as the data show it, unless noted: active = inhibition above about 40%. Not a hit list. Share with any hit: about 0.62%.

SMILES	Cdc42 wt GTP	Bcl-B Bim block	HRas wt GTP	Rab2A wt mod	Rab7 wt GTP bind	Bfl-1 Bim block	Bim-Bcl-2	Rac1 wt GTP bind	Bim-Bcl-W	Rac1 act GTP bind	Bim-Bcl-XL
C=CCNc1cc(C)oc(=O)c1C(=O)CCC	98	-8	99	98	101	-21	-9	98	-4	95	-5
O=C(Nc1ccc(NC(=O)C2CC2)nc1)c1cccs1	104	0	100	100	93	-1	0	104	0	99	-2
CN=C(Nc1cc(C)nn1-c1ccccc1)c1ccccc1	102	0	101	100	99	-1	0	98	0	98	-1
COc1cc(NC(=O)CCc2c(C)nc3nc(C)nn3c2C)cc(OC)c1	102	-4	102	101	100	-15	-5	107	-2	101	-6
O=C(CSc1nc(-c2ccccc2Cl)ns1)NCc1ccco1	106	-13	104	103	103	-17	-8	109	-6	102	0
CCOC(=O)C1CCCN(c2c(Nc3ccc(OCC)cc3)c(=O)c2=O)C1 (stereo not given)	99	-1	94	98	100	0	-2	101	0	98	2
Cc1cc(C)cc(OCC(=O)N/N=C\c2cn(C)nc2C)c1	96	-6	97	97	99	-3	-4	101	-6	95	-9
CCSc1nnc(NC(=O)COc2ccc(Cl)cc2)s1	100	-6	100	100	105	-1	1	104	2	94	0
CCn1c(CNc2ccc(F)cc2)nnc1SCC#N	94	-2	97	97	99	1	0	98	-2	95	-4
CCCC(NC(=O)c1ccco1)c1nc2ccccc2[nH]1 (stereo not given)	104	-10	100	98	101	-2	-7	105	-5	98	-9
COC(=O)c1nnn(-c2nonc2N)c1CSc1ccccn1	98	-3	100	99	98	-5	-3	100	1	96	4
O=C(c1ccccc1)C1CCN(CC(=O)N2CCN(c3ccccc3)CC2)CC1	98	-4	98	99	108	-8	-4	101	-2	97	-4
CCOC(=O)CNC(=S)N(Cc1ccccc1)Cc1cccnc1	100	-5	97	99	95	-5	-1	98	-6	95	-5
O=C(c1coc2ccccc2c1=O)N1CCN(c2cccc(C(F)(F)F)c2)CC1	103	-9	100	99	97	-14	-4	106	-1	97	-5
COc1ccc(NC(=O)CSc2nnc(N)n2CC(=O)Nc2ccc(OC)cc2)cc1	100	0	96	97	93	-4	-1	98	0	97	-2
Cc1ccc(NC(=O)c2cc(C)n(-c3ccccc3)c2C)cc1	103	-11	99	99	99	-2	0	105	-4	99	-2
CNC(=S)N/N=C(\C)c1cccc(C(F)(F)F)c1	96	-5	95	96	94	0	-2	98	2	96	0
COc1ccc(NC(=O)c2ccccc2[N+](=O)[O-])cc1	106	-11	102	102	105	-16	-7	106	-4	102	-10
C=C(C)COc1ccc(-c2[nH]ncc2-c2ccccc2OC)c(O)c1	101	1	103	103	96	0	0	99	0	99	-1
C=C(C)CSc1nc2ccccc2c(=O)n1-c1c(C)n(C)n(-c2ccccc2)c1=O	96	-7	94	98	98	-6	-6	97	-3	98	-1
CCc1nnc(NC(=O)CN2CCN(c3cccc(OC)c3)CC2)s1	93	-4	92	92	94	-2	4	98	-3	90	-5
NC(=O)c1ccc(C(F)(F)F)n(Cc2ccccc2Cl)c1=O	100	-10	100	101	102	-15	-8	105	-2	98	-5
CCCCN(C)CCNC(=O)c1ccc(Cn2c(=S)[nH]c3ccc(Br)cc3c2=O)cc1	92	-19	94	95	95	0	-4	98	1	95	-1
COc1ccc(OCC(O)CNC(=O)c2ccc(Br)cc2)cc1 (stereo not given)	102	-6	101	110	110	-11	-11	102	1	102	-6
O=C(O)CCC(=O)Nc1ccc(-c2nnc(-c3ccco3)o2)cc1	93	-2	95	95	95	-11	-5	97	2	95	0
Cc1ccccc1C(=O)Nc1nnc(SC(C)C)s1	99	-5	98	101	103	-3	-1	98	0	99	-2
COc1ccc(NC(=O)CC(NCc2ccccn2)C(=O)O)cc1 (stereo not given)	97	3	98	95	95	0	-2	94	2	96	-1
CCC(C(=O)NCc1ccccc1OC)n1nc(C)n2c(cc3occc32)c1=O (stereo not given)	99	-2	99	97	94	-2	-3	100	0	98	0
CCC(C(=O)NC1CCCCC1)N(Cc1cccs1)C(=O)c1snc(C(N)=O)c1N (stereo not given)	103	3	96	93	101	3	1	92	0	95	0
CCCCNC(=O)CS(=O)Cc1nc(-c2ccc(C)cc2)oc1C (stereo not given)	97	-5	98	98	100	-4	-4	100	1	95	0
COC(=O)c1[nH]c2cccc(OC)c2c1NC(=O)CN1CCC(C(N)=O)(N2CCCCC2)CC1	91	-8	92	93	93	-9	-6	96	-2	93	-4
C#CCOCCOCCOCCNc1nc(N2CCN(C(=O)[C@H](C(C)C)n3cc(CCO)nn3)CC2)nc(N2CCN(C(=O)[C@H]([C@@H](C)CC)n3cc(CCCCN)nn3)CC2)n1	103	0	102	101	104	0	0	105	0	97	-2
O=C(C1=C(O)C(=O)N(Cc2ccco2)C1c1ccccc1F)c1cccs1 (stereo not given)	89	0	90	87	92	-5	-4	91	-2	87	-3
CC(C)[C@H](NS(=O)(=O)c1ccc2c(c1)OCCO2)C(=O)OCC(=O)Nc1cccc(Cl)c1Cl	97	-10	97	97	98	-16	-13	99	-6	98	-12
O=C(N/N=C/c1ccc(-c2ccccc2[N+](=O)[O-])o1)c1cccnc1	87	2	87	91	93	1	2	89	2	91	0
COc1ccccc1/C=C/C=N/NC(=O)CCC1C(=O)NN=C1C (stereo not given)	99	-12	99	99	97	0	-9	99	1	99	-12

Part of the list above, showing only Bcl-B Bim block, Rab2A wt mod and Rab7 wt GTP bind.
structure	Bcl-B Bim block	Rab2A wt mod	Rab7 wt GTP bind
O=C(O)CCC(=O)Nc1ccc(-c2nnc(-c3ccco3)o2)cc1	-2	95	95
Cc1ccccc1C(=O)Nc1nnc(SC(C)C)s1	-5	101	103
COc1ccc(NC(=O)CC(NCc2ccccn2)C(=O)O)cc1 (stereo not given)	3	95	95

Quoted at random: seven records from the list.
SMILES	Cdc42 wt GTP	Bcl-B Bim block	HRas wt GTP	Rab2A wt mod	Rab7 wt GTP bind	Bfl-1 Bim block	Bim-Bcl-2	Rac1 wt GTP bind	Bim-Bcl-W	Rac1 act GTP bind	Bim-Bcl-XL
CCCCNC(=O)CS(=O)Cc1nc(-c2ccc(C)cc2)oc1C (stereo not given)	97	-5	98	98	100	-4	-4	100	1	95	0
CCCC(NC(=O)c1ccco1)c1nc2ccccc2[nH]1 (stereo not given)	104	-10	100	98	101	-2	-7	105	-5	98	-9
O=C(CSc1nc(-c2ccccc2Cl)ns1)NCc1ccco1	106	-13	104	103	103	-17	-8	109	-6	102	0
O=C(N/N=C/c1ccc(-c2ccccc2[N+](=O)[O-])o1)c1cccnc1	87	2	87	91	93	1	2	89	2	91	0
COC(=O)c1[nH]c2cccc(OC)c2c1NC(=O)CN1CCC(C(N)=O)(N2CCCCC2)CC1	91	-8	92	93	93	-9	-6	96	-2	93	-4
O=C(O)CCC(=O)Nc1ccc(-c2nnc(-c3ccco3)o2)cc1	93	-2	95	95	95	-11	-5	97	2	95	0
O=C(c1coc2ccccc2c1=O)N1CCN(c2cccc(C(F)(F)F)c2)CC1	103	-9	100	99	97	-14	-4	106	-1	97	-5

The results go on.
SMILES	Cdc42 wt GTP	Bcl-B Bim block	HRas wt GTP	Rab2A wt mod	Rab7 wt GTP bind	Bfl-1 Bim block	Bim-Bcl-2	Rac1 wt GTP bind	Bim-Bcl-W	Rac1 act GTP bind	Bim-Bcl-XL
CCOCCCNC(=O)C(NC(=O)CNC(C)=O)c1ccc(C)cc1 (stereo not given)	100	-7	99	99	99	-6	-2	103	0	99	-5
CC(=O)N1CCN(c2ccc([N+](=O)[O-])c(NCc3cccnc3)c2)CC1	99	0	94	94	93	-2	0	95	2	95	-1
COc1cccc(NC(=O)NC2CCN(Cc3nnnn3Cc3ccc(F)cc3)CC2)c1	96	-6	97	94	95	-11	-8	98	1	95	0
CSc1ccccc1N=CC1=C(O)CC(C)(C)CC1=O	97	-5	99	97	97	-9	-3	99	-1	96	-3
CC(C)CC(NC(N)=O)C(=O)NCc1ccccc1Cl (stereo not given)	98	-8	100	100	107	-1	0	106	-2	98	0
O=C(C1=C[C@H](c2coc3ccccc3c2=O)C[C@H](OCc2ccc(CO)cc2)O1)N1CCOCC1	98	-3	98	96	101	-4	-4	99	0	95	-5
CC1CCC(N2CCN(c3ncccn3)CC2)CC1 (stereo not given)	103	-4	101	100	100	-2	-2	101	-5	99	-4
Cc1nn(C)c(Cl)c1NC(=O)OCc1ccc(Cl)cc1Cl	104	0	104	103	103	0	-3	103	1	99	0
CCC(C)NC(=S)N1CCN(Cc2ccccc2)CC1 (stereo not given)	98	-6	96	101	110	-5	0	100	-2	94	-2
O=C(Nc1ccc(CN2CCCCC2)cc1)c1cc(Br)ccc1Cl	96	0	97	98	104	-2	-1	98	0	95	0
CC1=NN(C(C#N)c2ccccc2O)C(C)(C)C1 (stereo not given)	99	-3	97	99	102	-9	-1	102	0	97	0
COc1ccc(N2CCN(c3cc(C)c4ccccc4n3)CC2)cc1	98	-5	100	99	103	0	-5	99	-1	96	-2
CN1C(=O)COc2ccc(C(=O)c3ccccc3C(=O)O)cc21	105	-5	102	100	99	-2	-3	108	-4	101	-6
CCN(C(=O)CSc1nc2ccccc2c(=O)n1-c1ccc(C)cc1)C1CCS(=O)(=O)C1 (stereo not given)	101	-4	102	101	103	-5	0	100	-3	99	-1

Look-ups from the results shown.
O=C(Nc1ccc(CN2CCCCC2)cc1)c1cc(Br)ccc1Cl | Bim-Bcl-W = 0
CCC(C)NC(=S)N1CCN(Cc2ccccc2)CC1 (stereo not given) | Rab7 wt GTP bind = 110

Screens deposited in PubChem by NMMLSC.
